SIRT5 inh: SIRT5 desuccinylase inhibitors, primary screen, biochemical, fluorescence imaging, single point, set 5; inhibition, % at 15 µM; 330,000 compounds, 1.1% hits; NAD-dependent protein deacylase sirtuin-5, mitochondrial (Homo sapiens), Q9NXA8; Purified SirT5, succinyl-peptide AMC, trypsin-coupled fluorescence; in the data active means inhibition above about 15%; inconclusive means no clear call, values can overlap the other calls
Target sequence (Q9NXA8 whole entry, looked up): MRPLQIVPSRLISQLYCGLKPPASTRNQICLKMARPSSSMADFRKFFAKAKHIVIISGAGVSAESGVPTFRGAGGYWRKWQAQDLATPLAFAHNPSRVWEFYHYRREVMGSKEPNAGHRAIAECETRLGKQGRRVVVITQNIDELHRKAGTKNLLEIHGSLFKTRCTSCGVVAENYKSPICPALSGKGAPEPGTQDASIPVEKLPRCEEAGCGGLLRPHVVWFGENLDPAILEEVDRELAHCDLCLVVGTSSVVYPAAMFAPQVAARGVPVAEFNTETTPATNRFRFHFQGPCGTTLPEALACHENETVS
LGR2 antag: inhibitors of bursicon-induced LGR2 CRE-luciferase signal, primary screen, cell-based, HEK293, CRE-luciferase reporter, bursicon stimulation | AID 720647, 2013 | 380,000 compounds, 0.35% hits | Drosophila bursicon receptor LGR2 (rickets) | inhibition, % at 9.99 µM | bursicon-stimulated, 4 h;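 active means drop in luminescence signal, shown as inhibition above about 50% in the replicate tests, limit read from the data, passing the limit was not always enough; inconclusive means probably only some replicates passing the limit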;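 further: agonist challenge used bursicon conditioned medium at about half maximal strength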
EWS-Fli inh: EWS/Fli-driven NR0B1 reporter inhibitors, primary screen, A673 cells, NR0B1 luciferase, luminescence, MLPCN library; viability-normalised; inhibition, % at 12.6 µM; 350,000 compounds, 0.67% hits; AID 651661, 2012;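 active means mean inhibition of at least 50% after viability correction, with every replicate also passing that limit; inconclusive means mean reaches 50% but only one of two replicates passes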;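 further: firefly luciferase signal divided by Alamar Blue viability fluorescence both relative to DMSO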
ARNT TACC3 PPI: disruptors of ARNT/TACC3 protein interaction, primary screen, biochemical, AlphaScreen, single concentration | Transforming acidic coiled-coil-containing protein 3 (Homo sapiens), Q9Y6A5 | AlphaScreen His-ARNT PAS-B/GST-TACC3 binding, luminescence; TACC3 fragment carries E629A point mutation | inhibition, % at 9.99 µM | 390,000 compounds, 0.66% hits;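 active means mean inhibition of replicates at least 50% and at least half of replicates each reaching 50%; inconclusive means half or more replicates reach 50% but mean below 50%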;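 further: 0% = complete ARNT plus TACC3 wells and 100% = ARNT alone without TACC3; many hits fall short of the cut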
DENV2 CPE rescue: inhibitors of DENV2 cytopathic effect, primary screen, cell-based, plate reader, single concentration; CPE inhibition, % at 9.99 µM; DENV2-infected cells, cytopathic effect rescue; 350,000 compounds, 1.7% hits; in the data active means CPE inhibition above about 20%, passing the limit was not always enough; inconclusive means no clear call, values can overlap the other calls; tested in BHK-21 cells;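 further: 0% = median of neutral control wells and 100% = median of positive control wells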
CASP6 VEID inh: human caspase-6 inhibitors, primary screen, biochemical, VEID-R110 fluorescence, single point, set 2. P55212. purified caspase-6, Z-VEID-R110 cleavage fluorescence. inhibition, % at 12.5 µM. 350,000 compounds, 0.53% hits;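 active means mean inhibition across replicates at least about 35%, with every replicate also reaching that limit, limit read from the data; inconclusive means only one of the two criteria met; inactive means neither criterion met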;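 further: 0% = median of neutral control wells and 100% = no fluorescence left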
Target sequence (P55212 24-179 limits assumed): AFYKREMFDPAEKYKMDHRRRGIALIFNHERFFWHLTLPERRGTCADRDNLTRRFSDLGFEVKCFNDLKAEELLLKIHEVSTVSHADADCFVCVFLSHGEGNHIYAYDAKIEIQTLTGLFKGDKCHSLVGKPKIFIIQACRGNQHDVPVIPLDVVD
Target sequence (P55212 194-293 limits assumed): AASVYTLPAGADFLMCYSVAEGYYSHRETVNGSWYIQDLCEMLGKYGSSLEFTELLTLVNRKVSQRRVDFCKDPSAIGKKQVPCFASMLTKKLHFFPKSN
PAX8 inh HTS: inhibitors of PAX8-driven TPO luciferase reporter, primary screen, RMG-I cells, single concentration. SteadyGlo, 24 h. inhibition, % at 12.6 µM. 360,000 compounds, 1.2% hits. AID 652154, 2013;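 active means mean replicate inhibition at least 60% with every replicate also reaching 60%; inconclusive means only one of the two criteria is met; inactive means mean below 60% and not all replicates reaching 60%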;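 further: luciferase light reporting Pax8 driven TPO promoter activity; plate controls were median of neutral control wells for no effect and mitoxantrone controls for full effect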
Starred values were filed as active, the others as inactive; ? = inconclusive; · = no result given; & = joins results of further samples.

SMILES	SIRT5 inh	LGR2 antag	EWS-Fli inh	ARNT TACC3 PPI	DENV2 CPE rescue	CASP6 VEID inh	PAX8 inh HTS
CC(=O)Nc1ccc(C(=O)OCC(=O)/C(C#N)=C(\C)N)cc1	-2	8	13	14	0	2	-12
Cc1ccc(-c2nc(NCc3ccc(F)cc3)n(S(C)(=O)=O)n2)cc1	-1	-27	-8	·	-3	-2	-17
COc1cc(CCN2C(=O)c3cccc4cccc(c34)C2=O)c(S(=O)(=O)N2CCC(C)CC2)cc1OC	0	9	6	-1	2	2	12
O=C(NCC1CCCO1)c1onc(CSc2ccc(F)cc2)c1C(=O)O (stereo unspecified)	-3	-12	-4	24*	?	1	-25
Cc1cc(C)cc(CC(=O)N2CCC2(C)C(=O)NS(=O)(=O)c2ccccc2C)c1 (stereo unspecified)	-1	7	0	·	?	1	-24
COc1ccc(OC)c(NC(=O)CCCNC(=O)Cn2cnc3sc(C)c(C)c3c2=O)c1	14	-3	-9	-4	-1	0	8
O=C(c1ccco1)N1CCN(C(=O)N2CCCC2)CC1	1	5	3	0	1	1	15
O=C(CCc1nnc2ccc(NCc3ccco3)nn12)Nc1cccc(F)c1	0	-5	7	8	10	15	2
C[C@@H]1CCCCO[C@@H](CN(C)Cc2ccc(Cl)c(Cl)c2)[C@H](C)CN([C@H](C)CO)C(=O)c2cc(NC(=O)NC3CCCCC3)ccc2O1	1	4	-13	16	-3	-4	65*
NCCSc1c(-c2ccc(F)cc2)[nH]c2ccccc12	-5	2	-11	0	·	-2	9
COCC(=O)N[C@@H]1CC[C@@H](CC(=O)NCc2ccc(Cl)cc2)O[C@@H]1CO	3	13	-8	1	6	1	-3
Cc1cccc(C)c1N1C(=O)CN(Cc2ccccc2)C1=S	-4	4	9	5	1	-5	-4
COCCNc1c2c(nc3c(-c4ccccc4)c(C)nn13)CCC2	4	·	5	1	4	4	4
CC1CCCC(C)N1C(=O)COC(=O)Cc1c[nH]c2ccccc12 (stereo unspecified)	-5	-1	4	-6	-1	-2	-7
Cc1ccc(C(CNS(=O)(=O)c2ccc(Cl)cc2)N2CCN(C)CC2)cc1 (stereo unspecified)	-4	-5	8	8	-1	-6	-9
COc1cccc(S(=O)(=O)N2C[C@@H](O)COC[C@@H]3O[C@H](CC(=O)N4CCN(C)CC4)CC[C@H]32)c1	-10	-6	3	-6	-1	-10	-33
N#Cc1ccc(OCC(=O)N2CCN(S(=O)(=O)c3cccc(Cl)c3)CC2)cc1	4	·	1	·	2	0	13
S=C(Nc1cccc(Cl)c1)N(CCCN1CCCC1)Cc1cccn1Cc1ccc(Cl)cc1	-1	-5	30	24	3	-15	-1
C[C@H](CO)N1C[C@H](C)[C@@H](CN(C)CC2CCCCC2)OCCCC[C@H](C)Oc2ccc(NC(=O)c3ccccc3)cc2C1=O	3	8	4	-3	-3	3	-1
Cc1ccc(S(=O)(=O)N2[C@@H](c3ccc(C#N)cc3)C(C(=O)O)=C[C@H]2CC2CCCC2)cc1	0	-4	-1	·	?	15	0
COCC#Cc1cnc2c(c1)C(=O)N([C@@H](C)CO)C[C@H](C)[C@@H](CN(C)C(=O)Cc1cccnc1)O2	-5	-2	-3	1	-9	3	·
CCN1CCN(C(=O)c2cc3cc(F)ccc3[nH]2)CC1	-9	-10	5	36	-3	-4	18
COc1ccc(NC(=O)N[C@@H]2CC[C@H](CCn3cc(-c4ccccc4F)nn3)O[C@H]2CO)cc1	1	4	1	4	-4	0	9
COc1ccccc1N1CCN(C(=S)Nc2ccc3nc(N4CCOCC4)cc(C)c3c2)CC1	·	26	·	22	·	·	18
COc1ccccc1NC(=O)N(C)C[C@@H]1Oc2ncc(C#CCC(C)C)cc2C(=O)N([C@H](C)CO)C[C@@H]1C	14	19	-4	-9	-9	-3	-7

Part of the list above, as labelled records.
N#Cc1ccc(OCC(=O)N2CCN(S(=O)(=O)c3cccc(Cl)c3)CC2)cc1
  SIRT5 inh: 4
  LGR2 antag: ·
  EWS-Fli inh: 1
  ARNT TACC3 PPI: ·
  DENV2 CPE rescue: 2
  CASP6 VEID inh: 0
  PAX8 inh HTS: 13
S=C(Nc1cccc(Cl)c1)N(CCCN1CCCC1)Cc1cccn1Cc1ccc(Cl)cc1
  SIRT5 inh: -1
  LGR2 antag: -5
  EWS-Fli inh: 30
  ARNT TACC3 PPI: 24
  DENV2 CPE rescue: 3
  CASP6 VEID inh: -15
  PAX8 inh HTS: -1
C[C@H](CO)N1C[C@H](C)[C@@H](CN(C)CC2CCCCC2)OCCCC[C@H](C)Oc2ccc(NC(=O)c3ccccc3)cc2C1=O
  SIRT5 inh: 3
  LGR2 antag: 8
  EWS-Fli inh: 4
  ARNT TACC3 PPI: -3
  DENV2 CPE rescue: -3
  CASP6 VEID inh: 3
  PAX8 inh HTS: -1
Cc1ccc(S(=O)(=O)N2[C@@H](c3ccc(C#N)cc3)C(C(=O)O)=C[C@H]2CC2CCCC2)cc1
  SIRT5 inh: 0
  LGR2 antag: -4
  EWS-Fli inh: -1
  ARNT TACC3 PPI: ·
  DENV2 CPE rescue: ?
  CASP6 VEID inh: 15
  PAX8 inh HTS: 0

Next structures follow.
SMILES	SIRT5 inh	LGR2 antag	EWS-Fli inh	ARNT TACC3 PPI	DENV2 CPE rescue	CASP6 VEID inh	PAX8 inh HTS
CC1=NN(c2ccc([N+](=O)[O-])cc2)C(=O)C1	4	10	·	45*	·	15	·
CCn1c(-c2cc(-c3ccc(OC(C)C)cc3)nc3ccccc23)n[nH]c1=S	-15	-42	-39	4	0	7	·
COc1cccc(C(=O)Nc2ccc3c(c2)C(=O)N(C)[C@H]2CC[C@@H](CC(=O)NCC(F)(F)F)O[C@H]2CO3)c1	9	14	-3	12	0	-1	-8
COc1ccc(NC(=O)Nc2ccc3c(c2)C(=O)N([C@@H](C)CO)C[C@@H](C)[C@@H](CN(C)S(=O)(=O)c2ccc(F)cc2)O3)cc1	·	5	8	10	-7	·	13
CCN(C[C@H]1N[C@@](CC)(C(=O)OC)[C@H]2C(=O)N(Cc3ccccc3)C(=O)[C@@H]12)C(C)=O	·	-4	2	3	-4	1	-13
Oc1ccccc1CN1CCCC(N2CCN(c3cccc(C(F)(F)F)c3)CC2)C1 (stereo unspecified)	1	·	19	0	-1	-1	27
O=C(C[C@@H]1C[C@H]2c3cc(NC(=O)CC4CC4)ccc3O[C@H]2[C@H](CO)O1)NCCc1ccccc1	-1	13	1	-1	-1	-2	-3
O=S(=O)(O)c1ccc(N=Nc2ccccc2)cc1	-15	5	-1	-1	2	27	-1
CN1C(=O)c2cc(NC(=O)c3ccccc3)ccc2OC[C@H]2O[C@H](CC(=O)NC3CCCC3)CC[C@@H]21	-2	1	-8	3	2	-2	-13
O=C(OCC(=O)N1CCCCCC1)c1cccc(Cl)c1	0	-41	-4	-1	-4	0	-99
CC(=O)N1CCN(S(=O)(=O)c2cccc(C(=O)NC3CCC(C)CC3)c2)CC1 (stereo unspecified)	2	-10	1	-1	0	-1	28
O=C(NNC(=O)c1ccc2ccccc2c1O)Nc1ccc(F)cc1	-1	0	·	-3	14	4	14
Cc1ccccc1C(=O)NCCNc1ccc([N+](=O)[O-])cc1	2	-5	8	-8	-7	2	1
C[C@@H]1CN([C@H](C)CO)C(=O)c2cc(NC(=O)CCCCCC(=O)Nc3ccccc3N)ccc2O[C@@H](C)CCCCO[C@H]1CN(C)Cc1ccc(Cl)c(Cl)c1	·	-8	-20	·	-9	-1	80*
CC(=O)Nc1c(O)c2cccc3c2n(c1=O)CCC3	12	-1	9	-61	3	-1	8
CC(C)(CCc1ccccn1)C(=O)CCCc1ccccn1	0	5	0	-1	-3	3	·
CCOC(=O)c1cc2occc2n1CC(=O)N1CCN(C(=O)c2ccco2)CC1	-1	-15	11	-6	1	-2	·
CC(C)CC#Cc1ccc2c(c1)O[C@@H](CN(C)C(=O)C1CCC1)[C@H](C)CN([C@H](C)CO)S2(=O)=O	8	0	26	5	5	3	·
Cn1cnc(S(=O)(=O)N[C@@H]2CC[C@H](CC(=O)NCC3CCCCC3)O[C@H]2CO)c1	1	2	·	1	·	-4	·
CCCn1c(N2CCN(C(=O)Nc3ccccc3)CC2)nc2ccccc21	10	-1	-5	-2	-3	0	7
C=CCn1cc(C(=O)NCCOC)c(=O)c2cc(S(=O)(=O)N(CC)CC)ccc21	-2	13	·	-7	·	-1	9
Cc1ccccc1C(=O)Nc1ccnn1C1CCN(C(=O)c2ccoc2)CC1	0	-1	·	-7	-6	-7	-3
NC(=O)c1c(NC(=O)C2CC=CCC2C(=O)O)sc2c1CCCCC2 (stereo unspecified)	0	3	·	·	-3	52*	13
N#Cc1ccccc1OCC(=O)NC1CCCCCC1	·	·	-55	·	5	0	-188
O=C(CNC(=S)N(Cc1ccccc1)Cc1cccnc1)NCCN1CCOCC1	1	17	-1	-15	12	1	14
Further results.
SMILES	SIRT5 inh	LGR2 antag	EWS-Fli inh	ARNT TACC3 PPI	DENV2 CPE rescue	CASP6 VEID inh	PAX8 inh HTS
CCC1(CC)C(=O)NC(=O)NC1=Nc1ccccc1	3	-10	-5	·	·	-3	9
COc1ccccc1NC(CC(=O)c1ccccc1)C(=O)OCC(=O)c1ccc(C)c(C)c1 (stereo unspecified)	-6	·	-48	·	16	2	-182
Fc1ccc(-c2nnc3ccc(N4CCc5ccccc5C4)nn23)cc1	-1	19	18	1	1	3	14
O=C(COC(=O)Cn1[nH]c(=O)c2ccccc2c1=O)Nc1c(Cl)cccc1C(F)(F)F	-3	-19	1	-12	-5	-2	1
COc1ccc(/C=C\c2nc(=O)c3ccccc3o2)cc1	-8	48	-62	2	0	6	-18
CN(C)C(=O)c1ccc(-c2ccccc2[C@@H]2[C@@H](C#N)N(C(=O)C3CCC3)[C@@H]2CO)cc1	-1	5	1	·	4	0	-6
CC(=O)Nc1ccc2c(c1)C(=O)N(C)[C@@H]1CC[C@H](CC(=O)Nc3cn(C)nc3C)O[C@@H]1CO2	·	-13	-1	·	-7	·	4
Cn1cc(Br)c(C(=O)n2cc(Br)cn2)n1	0	-14	-31	1	4	·	-3
CCN=C1NN=C(c2ccc(C)cc2)CS1	-2	-83	-14	8	-5	0	·
COc1ccc(CN2C(=O)C(CC(=O)NC3CCCC3)CC(C(=O)N(C(C)C)C(C)C)=C2C)cc1 (stereo unspecified)	15	-7	6	·	-7	-5	6
CN1C(C(=O)NCC2CC2)CC2Cn3c(nc4ccccc43)C21 (stereo unspecified)	·	·	3	-21	2	3	-88
CC(C)N1CCC1(C)C(=O)Nc1ccccc1OC(F)F (stereo unspecified)	-4	-6	7	·	-4	-3	7
COP(=O)(OC)c1nc(-c2cccc3ccccc23)oc1NCCc1ccccc1	·	-4	9	-6	·	·	1
COc1ccc(NC(=O)c2cc(C3CCCCN3C(=O)c3ccccc3)on2)c(C)c1 (stereo unspecified)	-2	-4	-1	·	-1	·	-10
O=C(C[C@H]1CC[C@H]2[C@@H](COC[C@@H](O)CN2Cc2cc(F)ccc2F)O1)NCc1ccc(Cl)cc1	-3	1&-8	5&-5	-3	3&-4	4	16&5
Cc1ccc(C(=O)N/N=C/c2cccc(OC(=O)/C=C/c3ccco3)c2)cn1	24*	-5	-25	·	·	27	-141

2 of the compounds above, in markdown:
| SMILES | SIRT5 inh | LGR2 antag | EWS-Fli inh | ARNT TACC3 PPI | DENV2 CPE rescue | CASP6 VEID inh | PAX8 inh HTS |
| --- | --- | --- | --- | --- | --- | --- | --- |
| Cn1cc(Br)c(C(=O)n2cc(Br)cn2)n1 | 0 | -14 | -31 | 1 | 4 | · | -3 |
| CCN=C1NN=C(c2ccc(C)cc2)CS1 | -2 | -83 | -14 | 8 | -5 | 0 | · |

From PubChem BioAssay
